LMP1 NFkB inh = Epstein-Barr LMP1 NF-kappaB reporter inhibition | AID 504558 | inhibition, % at 12.5 µM | LMP1-induced NF-kappaB luciferase reporter cells, luminescence | hit rate 0.69% among 350,000; in the data active = inhibition above about 41%;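 also: 0% = neutral control wells and 100% = reference inhibitor control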
KKLEB tox = CF airway cell cytotoxicity counter-screen. KKLEB CF airway cells viability, ATPlite luminescence, overnight; stronger effect = lower value; cells stimulated with P. aeruginosa culture filtrate. activity change (cytotoxicity), % at 5 µM. hit rate 0.36% among 360,000;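 active = corrected activity change at or below -50% at 5 µM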
HIF-2a block = inhibitors of HIF-2a; 786-0 RCC cells HIF-2a reporter, luciferase luminescence, overnight; inhibition, % at 18.8 µM; hit rate 0.72% among 360,000;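 active = inhibition of the luminescence signal of 40% or more relative to plate controls, in a single-dose primary screen at 18.75 µM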
NR2E3 ag-1 = agonists of human nuclear receptor NR2E3; Q9Y5X4; GST-NR2E3/biotin-RetCOR TR-FRET, 1536-well; inhibition of corepressor binding, % at 4.78 µM; hit rate 0.12% among 320,000; AID 2300;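 active = percent inhibition above the cutoff of mean plus 3 SD of all tested compounds, set per screening campaign, cut at about 20% in these data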;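 also: 0% = DMSO wells and 100% = biotin wells as full block of FRET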
Target sequence (Q9Y5X4 whole entry, looked up): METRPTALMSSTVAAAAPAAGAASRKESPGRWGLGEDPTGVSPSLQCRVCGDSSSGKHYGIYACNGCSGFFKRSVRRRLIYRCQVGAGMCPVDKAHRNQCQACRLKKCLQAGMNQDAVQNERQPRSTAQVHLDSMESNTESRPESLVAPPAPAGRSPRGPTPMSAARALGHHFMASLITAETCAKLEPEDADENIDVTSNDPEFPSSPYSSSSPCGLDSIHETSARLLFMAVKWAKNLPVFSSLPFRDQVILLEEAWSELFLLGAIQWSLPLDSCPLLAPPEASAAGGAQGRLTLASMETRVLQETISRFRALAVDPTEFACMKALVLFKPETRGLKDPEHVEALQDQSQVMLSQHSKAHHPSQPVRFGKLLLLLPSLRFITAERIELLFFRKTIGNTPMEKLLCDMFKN
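Assay system: NR2E3–RetCOR corepressor complex. Quantity: 1.35 nM GST-NR2E3. Buffer or medium: pH 7.5 Tris-based buffer. Reagent: biotinylated RetCOR corepressor at 7 nM final. Schedule: 5 h at 4 °C. Detection: TR-FRET, emission read at 617 and 671 nm. Replicates: one well per compound, singlicate testing.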
hiPSC survival = increases survival of single human iPS cells | survival enhancement, % at 20 µM | hit rate 0.044% among 360,000 | hiPSC single-cell survival, ATPlite luminescence; 100% = ROCK inhibitor wells, 0% = DMSO | AID 602274; in the data active = survival enhancement above about 18%;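 also: cells exposed to compounds for 16 hours before the ATP read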
CF NFkB inh = cystic fibrosis NF-kB activation inhibition; inhibition, % at 5 µM; AID 588850; KKLEB NF-kB-GFP reporter, PAF-induced, GFP fluorescence overnight; hit rate 0.86% among 360,000;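 active = at least 50% inhibition at 5 µM, scaled per plate between neutral and stimulator controls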;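 also: PAF is a Pseudomonas aeruginosa culture filtrate used as stimulus; plate controls were PAF-stimulated DMSO wells for no effect and unstimulated DMSO wells for full effect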
NR2E3 ag-2 = activates human NR2E3 receptor; AID 602229; inhibition of corepressor binding, % at 3.98 µM; hit rate 0.35% among 360,000; CHO-S Gal4-NCOR/VP16-NR2E3 two-hybrid, luciferase; Q9Y5X4;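 active = inhibition above the mean of all tested compounds plus 3 SD, cut at about 70% in these data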;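 also: 0% = DMSO with NR2E3 transfected cells and 100% = cells lacking NR2E3 construct; higher means lower luciferase signal from less NR2E3 corepressor binding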
MITF TRPM1 inh = MITF TRPM1 promoter inhibition in SK-MEL-5 cells. SK-MEL-5 TRPM1 promoter luciferase, 24 h. inhibition, % at 12.5 µM. hit rate 0.83% among 330,000;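 active = mean inhibition across replicates of 60% or more, whatever share of single replicates reaches that level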; also: values of inactives mirror those of a sister screen read the other way
TRAIL sens C8 = caspase-8 TRAIL sensitization; NB7+C8 cells + TRAIL, ATPlite viability luminescence; inhibition (viability loss, TRAIL sensitization), % at 10 µM; hit rate 1% among 360,000; AID 624354;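 active = compounds causing at least 50% loss of cell viability in the single-dose screen, relative to plate controls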
Peg3 promoter = reduces Peg3 promoter-driven luciferase expression in HeLa; HeLa PEG-Prom luciferase reporter, luminescence, overnight; inhibition, % at 20 µM; hit rate 1.7% among 360,000;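 active = inhibition of at least 50% at 20 µM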
Shn3 inh set2 = Schnurri-3 reporter inhibition in Clone20 osteoblasts; Clone20 osteoblast Shn3 3'UTR firefly luciferase, 24 h; inhibition, % at 12.5 µM; hit rate 0.52% among 360,000; AID 588674;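 active = mean inhibition of at least 75% with every replicate also reaching 75%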;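 also: 0% = median of neutral control wells and 100% = pilot-screen positive control compound; some compounds past the cut are filed as inactive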
* hit, by the source's call; x = no result given.

SMILES	LMP1 NFkB inh	KKLEB tox	HIF-2a block	NR2E3 ag-1	hiPSC survival	CF NFkB inh	NR2E3 ag-2	MITF TRPM1 inh	TRAIL sens C8	Peg3 promoter	Shn3 inh set2
CSc1ccc(C(=O)C2CCCN(C(=O)c3nonc3C)C2)cc1 (stereo not given)	-10	-14	-10	3	-0.2	-29	-7	-2	-15	17	7
c1cnc(N2CCN(Cc3c[nH]c4ccccc34)CC2)nc1	-7	1	14	-3	-2.6	11	2	31	0	26	13
COc1ccc(C(C)(NC(C)=O)c2nc(-c3ccc(S(C)(=O)=O)cc3)cs2)cc1 (stereo not given)	x	2	-9	x	1.6	-5	-8	x	-6	7	18
Cc1cc(SCC(=O)c2ccc(Cl)cc2)nc(=O)[nH]1	-8	-2	-161	2	-0.6	6	-213	-19	27	-250	-26
COc1ccc(/C=C2\SC(=S)N(CCCC(=O)Nc3cccc(C(=O)O)c3)C2=O)cc1OC	2	0	26	-1	0.3	7	2	10	10	20	5
COc1ccc(CCNC(=O)CSc2nc3[nH]ncc3c(=O)n2-c2ccc(C)c(Cl)c2)cc1OC	-16	20	3	x	-0.4	-34	15	-7	-2	-9	5
O=C(C1CC1)N1CCc2cc(S(=O)(=O)N(CCO)Cc3ccccc3)ccc21	13	-2	12	3	-1.7	16	8	-4	-4	11	11
CCCCN(C=O)c1c(CC)nc2c(OCc3ccc(C(F)(F)F)cc3)cccn12	x	8	-14	x	2.7	1	-5	x	4	19	18
COc1ccc(N2CC(C(=O)Nc3ccc(F)cc3F)CC2=O)cc1 (stereo not given)	2	-4	4	-1	-2.0	-10	19	-2	-13	5	5
COc1ccc(NS(=O)(=O)c2cccc(NC(=O)CCC(=O)c3ccc(Cl)cc3)c2)cc1	15	-3	29	-3	0.7	-17	-20	31	18	13	76
CN(CC(=O)Nc1cccc(F)c1)C(=O)CCNC(=O)c1ccco1	2	-6	2	0	-0.1	-8	-6	1	14	22	-15
COC(=O)C1CC(O)C(O)C(O)C1 (stereo not given)	2	10	-1	x	-0.2	-6	1	3	-11	-20	-7
COc1ccc(Oc2nc(C(F)(F)F)nc3ccccc23)cc1	7	-9	-7	-4	0.0	15	-28	2	-3	14	-3
Nc1cccc(NC(=O)CCC(=O)NCc2ccco2)c1	-1	2	17	2	-0.9	14	-10	13	-18	17	0
Oc1ccccc1N1CCN(C(=S)NCCc2ccccc2)CC1	0	3	-116	-2	0.3	18	-28	1	-2	-69	-22
CCS(=O)(=O)N1N=C(c2cccc(NS(C)(=O)=O)c2)CC1c1cccs1 (stereo not given)	-4	1	-47	6	-0.5	-28	-38	1	-5	-19	17
COC(=O)[C@H](C)NC(=O)Nc1cccc(C(F)(F)F)c1	2	14	7	0	4.4	-3	-19	-7	0	23	-7
Cc1cc(C)c(NS(=O)(=O)c2ccccc2)c(C)c1NS(=O)(=O)c1ccccc1	-2	12	-15	x	-2.0	1	5	10	7	-2	-8
CCSc1nnc(NC(=O)CCNS(=O)(=O)c2ccccc2F)s1	-1	-4	9	0	0.7	1	-21	4	4	13	8
CC1CCC(NC(=O)CNC(=O)c2cccs2)CC1 (stereo not given)	-19	8	-130	1	-0.2	-14	-90	-15	-10	-184	-92
Cc1nc(-c2ccc(S(=O)(=O)N3CCN(c4ccccc4)CC3)cc2)co1	2	10	-6	-2	-0.2	-2	23	-2	-7	0	6
COc1c(C(=O)Nc2ccc(Br)cn2)ccc2ccccc12	-4	-4	-238	-2	-0.1	-3	-80	-62	29	-249	-97
Cc1ccc(C)c(N(CC(=O)NN=C2CCN(C)CC2)S(=O)(=O)c2ccccc2)c1	10	-5	13	1	-1.4	4	-12	-8	2	0	-10
CN(CC(=O)Nc1ccc(Cl)cc1)C(=O)CNC(=O)c1cccs1	5	-18	-4	4	-0.4	7	9	1	1	4	-2
O=C(Cc1ccc(Cl)cc1)Nc1ccc(C(=O)N2CCCCC2)cc1	-5	-8	-54	1	-0.2	15	-10	2	19	-22	10

3 entries out of the list, ordered by number of heavy atoms, low to high:
SMILES	LMP1 NFkB inh	KKLEB tox	HIF-2a block	NR2E3 ag-1	hiPSC survival	CF NFkB inh	NR2E3 ag-2	MITF TRPM1 inh	TRAIL sens C8	Peg3 promoter	Shn3 inh set2
CC1CCC(NC(=O)CNC(=O)c2cccs2)CC1 (stereo not given)	-19	8	-130	1	-0.2	-14	-90	-15	-10	-184	-92
COc1c(C(=O)Nc2ccc(Br)cn2)ccc2ccccc12	-4	-4	-238	-2	-0.1	-3	-80	-62	29	-249	-97
COc1ccc(/C=C2\SC(=S)N(CCCC(=O)Nc3cccc(C(=O)O)c3)C2=O)cc1OC	2	0	26	-1	0.3	7	2	10	10	20	5

(list continues)
SMILES	LMP1 NFkB inh	KKLEB tox	HIF-2a block	NR2E3 ag-1	hiPSC survival	CF NFkB inh	NR2E3 ag-2	MITF TRPM1 inh	TRAIL sens C8	Peg3 promoter	Shn3 inh set2
O=Cc1ccc(-c2ccc(F)cc2)o1	0	4	3	-1	-0.6	4	1	-10	-13	11	-18
COc1ccccc1OP(=O)(O)Oc1ccccc1OC	3	-1	19	-2	0.9	-20	0	-2	2	7	-5
COC(=O)/N=C(/Cc1ccc(OC)cc1)c1ccc(OC)cc1	-13	-3	-106	-3	0.5	4	-73	-9	-18	-102	-18
CCc1cccc(C)c1NC(=O)CSc1nc2ccncc2[nH]1	-4	-1	8	3	-0.2	1	-35	-6	0	24	1
Cc1cc(-c2nc(C)c(-c3nnc(SCC(=O)Nc4ccc(Cl)cc4)n3C)s2)no1	x	6	10	0	-0.5	-10	-2	x	4	18	8
CCOc1ccc(CC(=O)NNC(=S)Nc2ccc(OC)c(OC)c2)cc1	-3	-4	13	-1	-0.3	20	-23	-4	-9	4	-15
C1=CC2C3C=CC(C3)C2C1 (stereo not given)	1	-17	14	1	1.1	9	-8	-10	-5	0	-3
O=C(O)CCCn1cc(NC(=O)COc2ccc(F)cc2)cn1	-3	7	10	1	-0.4	-3	-4	-5	-9	16	-4
Cc1ccc(NS(=O)(=O)c2ccc(C(=O)NC3CCN(Cc4ccccc4)CC3)cc2)cc1	27	-19	12	x	-4.3	7	27	20	32	32	85*
O=C(c1ccccc1)c1ccccc1N/C=C/c1nnnn1-c1ccccc1	4	3	-19	0	0.2	13	-31	-2	12	7	10
O=C1c2ccccc2[C@@H]2CC(O)C(O)CCN12 (stereo not given in full)	3	10	10	x	0.0	-22	-13	-2	1	-6	-19
CCN(CC)CCCNC(=O)Cn1ccc2ccccc2c1=O	1	11	19	-2	-0.4	-14	-21	5	-3	-10	-5
O=C1C(Nc2ccccc2)=C2CCCC=C2N1c1ccccc1	-4	-3	-139	1	0.5	4	-85	-38	-2	-46	-45
CC1CC(C)CN(S(=O)(=O)c2cc3c4c(c2)C(C)C(=O)N4CCC3)C1 (stereo not given)	-7	-5	2	-1	-0.4	28	-3	-9	-6	5	4
COCCOC(=O)c1[nH]c2c(c1C)C(=O)CC(c1ccc(OC)c(OC)c1)C2 (stereo not given)	23	-11	19	2	0.7	-5	0	10	14	22	43
CCNc1nc(NC(C)C)nc(N(C#N)CCOc2ccc(Cl)cc2Cl)n1	25	-27	24	2	2.1	29	-11	10	6	11	13
COc1ccc(CN(CC(=O)NCc2ccccc2)C(=O)CCC(=O)Nc2ccccn2)cc1	3	4	18	3	-0.5	-16	2	-6	-4	5	-11
COc1cc(OC)c(OC)cc1CNCc1ccco1	-1	8	22	-5	0.2	-4	-9	10	3	8	-15
Cc1ccc(-n2ncc3c(=O)n(CC(N)=O)cnc32)cc1	-3	6	3	-3	-0.1	-4	-4	-7	-8	-4	-12
COc1ccc(NC(=O)Nc2ccc3c(c2)C(=O)N([C@H](C)CO)C[C@H](C)[C@@H](CN(C)C(=O)Nc2ccc(OC)cc2)O3)cc1	0	-4	1	x	1.0	0	-8	-4	0	1	-19
CCc1ccc(CNC(=O)C2CCN(S(=O)(=O)N3CCC4(CC3)OCCO4)CC2)cc1	-2	6	14	16	-2.5	-12	-10	-1	4	8	18
C/C(=N\OCC(=O)Nc1ccccc1C(=O)O)c1cccs1	0	-12	-168	6	-0.2	-4	-118	-8	2	-101	-21
CCOC(=O)N1CCC(N2CC34C=CC(O3)C(C(=O)Nc3ccc(OCC)cc3)C4C2=O)CC1 (stereo not given)	-3	-4	5	6	0.1	10	-6	4	5	-3	0
Cc1noc(C)c1COc1ccccc1C(=O)NCCc1ccccc1	4	6	-29	x	1.9	-21	-11	4	2	-13	-15
N=c1sccn1CC(=O)Nc1ccc2c(c1)CCC2	3	-2	-12	-1	-0.3	-5	-11	-18	-5	4	14

Additional structures:
SMILES	LMP1 NFkB inh	KKLEB tox	HIF-2a block	NR2E3 ag-1	hiPSC survival	CF NFkB inh	NR2E3 ag-2	MITF TRPM1 inh	TRAIL sens C8	Peg3 promoter	Shn3 inh set2
COc1ccc(CNC(=O)COC(=O)Cc2ccc(Br)cc2)cc1	3	-11	26	x	-1.7	-7	-2	9	-7	0	-12
CCCCOC(=O)c1cc(=O)[nH]c2ccc(C)cc12	-6	-4	0	1	-0.8	10	-40	5	-2	6	25
COc1ccc(-n2nc(C(=O)NCC(=O)Nc3cc(OC)c(OC)c(OC)c3)c3ccccc3c2=O)cc1Cl	37	-20	6	-2	-0.5	79*	-8	16	7	44	67
CC(C)(C)c1ccc(S(=O)(=O)NC(=O)C2(C)CCN2C(=O)C2(c3ccccc3)CC2)cc1 (stereo not given)	x	7	7	x	-0.6	-16	-18	x	-1	5	-8
COc1ccc(NCC(=O)Nc2ccc(C#N)cc2)cc1Cl	6	-2	-52	0	1.0	-16	-17	-10	2	-43	33
COc1ccc(CCNC(=O)CC(=O)N/N=C/c2ccc(Br)cc2)cc1OC	-6	9	22	-3	-0.2	-11	1	5	0	24	-99
CCOC(=O)c1sc2nc3n(c(=O)c2c1C)CCC(C)CC3 (stereo not given)	-9	0	-293	6	-1.2	-6	-14	-53	-17	-159	-10
CCOc1ccc(OCCC(=O)N(CCC2=CCCCC2)c2c(N)n(Cc3ccccc3)c(=O)[nH]c2=O)cc1	1	2	18	-1	-0.5	0	3	8	-15	29	24
CC(=O)n1cc(C2C(=O)CC(C)(C)CC2=O)c2ccccc21	0	14	7	2	-0.3	9	-1	7	4	4	5
O=C1CCC(C(=O)OCc2cc(=O)oc3ccc4ccccc4c23)=NN1	-1	1	12	0	0.8	-54	-1	-1	-4	24	-9
C/C(=N\NC(=O)Cn1cc([N+](=O)[O-])cn1)c1ccc(O)cc1	-4	-1	18	7	0.0	8	-17	-15	-27	1	x
Cc1csc(N2CCCC2c2nc3cc(C(F)(F)F)ccc3n2CCOCCO)n1 (stereo not given)	0	-2	10	2	-2.6	-37	-12	-3	4	12	-10
CCOC(=O)c1ccc(NS(=O)(=O)c2ccc(SC)cc2)cc1	6	5	13	-2	-0.9	-22	43	-7	-6	10	3
O=C(NCc1ccccc1F)C(=O)NCC1CCCN1S(=O)(=O)c1ccccc1 (stereo not given)	0	-2	9	-2	-0.3	-9	-18	-11	13	-1	-24
COc1ccc(-c2ccc(-c3nnn(CC(C)=O)n3)cc2)cc1	-30	-4	-213	-2	-1.9	-9	-102	-46	10	-286	-82

Compound activity: PubChem BioAssay, several laboratories

These rows are one share of the data; the hit share may differ from the screen's.
